TSG101-PTAP inh: qHTS Assay for Iinhibitors of HIV-1 Budding by Blocking the Interaction of PTAP/TSG101. Tumor susceptibility gene 101 protein (Homo sapiens), Q99816. Fluorescence polarization, FITC-PTAP peptide / Tsg101 binding. Potency, µM (doses to about 115 µM), without a hit: top-dose activity change, negative = inhibition, hits mostly inhibitors. 340,000 tested, under 10 active. AID 493005, 2010; active = well fitted inhibition curve with a large enough effect in the main read-out, with a control signal flat, not every such curve was filed as active; inconclusive = small, poorly fitted or top-dose-only effect, or effect the other way, or a change in a side signal; inactive = no such curve, though single readings can be large or run the other way; note: potency is the fitted concentration of half-maximal effect; % of control where 0% means no effect
Target sequence (Q99816 whole entry, looked up): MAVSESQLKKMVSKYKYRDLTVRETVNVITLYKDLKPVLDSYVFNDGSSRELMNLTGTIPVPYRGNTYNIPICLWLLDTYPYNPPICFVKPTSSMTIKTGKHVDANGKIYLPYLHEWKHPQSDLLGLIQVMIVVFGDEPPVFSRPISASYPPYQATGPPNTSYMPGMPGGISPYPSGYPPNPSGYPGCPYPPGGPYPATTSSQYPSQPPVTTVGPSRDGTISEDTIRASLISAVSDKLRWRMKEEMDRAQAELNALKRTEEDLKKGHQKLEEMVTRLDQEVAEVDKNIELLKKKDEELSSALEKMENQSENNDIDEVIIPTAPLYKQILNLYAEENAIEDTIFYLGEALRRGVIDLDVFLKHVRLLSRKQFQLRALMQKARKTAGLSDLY
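Fluorescence anisotropy tracks displacement of a FITC-tagged PTAP peptide (50 nM) from the Tsg101 binding domain (10 uM), following a 20 min room-temperature incubation at pH 7.5.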
ELG1 genotoxic: qHTS screen for small molecules that induce genotoxicity in human embryonic kidney (HEK293T) cells expressing luciferase-tagged ELG1. HEK293T ELG1-luciferase reporter, luminescence, 16 h. Potency, µM (titrated, usually from 46 µM), without a hit: top-dose activity change, positive = activation, actives largely listed as activators. 330,000 compounds, 1.3% hits. AID 504466, 2011; note: potency is the fitted concentration of half-maximal effect; % of control where 0% means no effect; nearly all actives have a fitted effect of over 60% in size
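DMSO vehicle served as control against compound-treated ELG1-luciferase HEK293T cells; exposure lasted 16 hr at 37 °C and 5% CO2, followed by ONE-Glo luminescence detection after 30 min.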
TRPV1 ag: HTS Assay for Compounds that Act as Agonists of the Vanilloid Receptor 1 | Transient receptor potential cation channel subfamily V member 1 (Homo sapiens), Q8NER1 | AID 540275, 2011 | activation, % at 8.33 µM | 320,000 compounds, 0.19% hits | TRPV1-expressing cells, Fluo-8 calcium influx, agonist mode; in the data active = activation above about 80%; inconclusive = between about 30% and that limit; note: 0% is about no effect
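Cells expressing TRPV1 were dye-loaded with Fluo-8 and read kinetically: 10 s baseline, 3 min after compound (agonist portion), then 2 min after EC20 capsaicin (allosteric enhancer portion). Calcium-bound dye fluorescence at 480/520 nm.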
USP2a inh: qHTS Assay for Inhibitors of Ubiquitin-specific Protease USP2a Using CHOP2 as the Reporter; Ubiquitin carboxyl-terminal hydrolase 2 (Homo sapiens), O75604; USP2 core, Ub-CHOP2 coupled fluorogenic reporter, 485/531; Potency, µM (doses to about 38.3 µM), for the others: at the highest dose activity change, negative = inhibition, usual class: inhibitors; 330,000 compounds, 0.01% hits; AID 463254, 2010;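 note: potency is the fitted concentration of half-maximal effect; plate controls were DMSO wells for no effect and full inhibition by NEM control for full effect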
Target sequence (O75604 whole entry, looked up): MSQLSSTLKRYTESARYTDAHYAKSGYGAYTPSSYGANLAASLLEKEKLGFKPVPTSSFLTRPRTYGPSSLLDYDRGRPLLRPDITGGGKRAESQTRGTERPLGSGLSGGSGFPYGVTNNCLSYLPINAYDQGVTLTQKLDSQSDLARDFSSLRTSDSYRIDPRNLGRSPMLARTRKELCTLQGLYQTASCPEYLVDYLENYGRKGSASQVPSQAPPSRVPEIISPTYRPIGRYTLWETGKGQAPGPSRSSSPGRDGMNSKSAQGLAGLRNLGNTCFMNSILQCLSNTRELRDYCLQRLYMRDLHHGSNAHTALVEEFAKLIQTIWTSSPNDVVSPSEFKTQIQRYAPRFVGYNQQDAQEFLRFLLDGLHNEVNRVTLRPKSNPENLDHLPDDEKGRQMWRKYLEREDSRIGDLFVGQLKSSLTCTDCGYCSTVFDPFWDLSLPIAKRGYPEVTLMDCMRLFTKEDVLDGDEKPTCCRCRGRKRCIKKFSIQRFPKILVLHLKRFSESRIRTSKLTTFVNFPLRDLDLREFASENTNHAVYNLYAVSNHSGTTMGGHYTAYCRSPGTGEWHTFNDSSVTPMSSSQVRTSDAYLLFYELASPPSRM
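Cell-free coupled assay: 10nM USP2 core preincubated 30min RT with compound in Tris-HCl pH 8.0/CaCl2/CHAPS buffer, then 25nM Ub-CHOP2 and 25nM reporter substrate; fluorescence (Ex 485/Em 531) read after 60min RT, normalized to NEM inhibition, concentration-response curves fitted.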
uPA surface inh: qHTS for Inhibitors of Cell Surface uPA Generation. cell surface uPA generation assay, qHTS. Potency, µM (top dose mostly 38.3 µM), without a hit: at the highest dose activity change, negative = inhibition, usual class: inhibitors. 330,000 compounds, 0.31% hits. AID 540303, 2011; active = well fitted inhibition curve with a large enough effect; inconclusive = small, poorly fitted or top-dose-only effect; inactive = no such curve, though single readings can be large or run the other way; tested in mouse RAW 264.7 cells; note: potency is the fitted concentration of half-maximal effect; % is set by controls: 0 for no effect and ±100 for the full control effect; nearly all actives have a fitted effect of over 55% in size
BRCA1 expr up: qHTS Assay to Identify Small Molecule Activators of BRCA1 Expression; MCF7-BRCA1-FFLuc reporter, luminescence, 48 h; response scale: scaled: vehicle 0%, 10 µM genistein 100%; Potency, µM (titrated, usually from 46.1 µM), for inactives: at the top dose activation, hits mostly activators; 380,000 compounds, 1.1% hits; AID 624202, 2012; note: potency is the fitted concentration of half-maximal effect; nearly all actives have a fitted effect of over 80% in size; some results filed as inactive show a strong effect at the top dose
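Using MCF7 cells harboring a BRCA1 firefly luciferase reporter, plated 2 h before compound pinning, the screen measured luminescence after 48 h incubation. Responses were normalized to DMSO and 10 microM genistein, then fitted for concentration-effect.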
B2AR arrestin: qHTS assay of beta-arrestin-biased ligands of beta2-adrenergic receptor; Beta-2 adrenergic receptor (Homo sapiens), P07550; beta-arrestin recruitment to beta2AR, cell-based reporter; Potency, µM (highest dose often 46.1 µM), for inactives: at the highest dose activation, usual class: activators; 330,000 compounds, 0.02% hits; AID 492947, 2010;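 note: potency is the fitted concentration of half-maximal effect; 0% = DMSO controls and full agonism = EC100 isoproterenol or metaproterenol; nearly all actives have a fitted effect of over 65% in size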
Eya2 phos inh: qHTS Assay for Inhibitors of the Phosphatase Activity of Eya2 | AID 488837, 2010 | Protein phosphatase EYA2 (Homo sapiens), O00167 | recombinant Eya2, OMFP fluorescence dephosphorylation (OMFP is methylfluorescein phosphate) | Potency, µM (highest dose often 76.9 µM), without a hit: at the top dose activity, negative = inhibition, actives largely listed as inhibitors | 330,000 compounds, 0.006% hits; note: potency is the fitted concentration of half-maximal effect; % is set by controls: 0 for no effect and ±100 for the full control effect
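Eya2 protein (added as 0.2 uM solution) was preincubated with compound for 10 min at ambient temperature in 50 mM HEPES pH 7.5, 50 mM NaCl, 5 uM MgCl2, 0.05% BSA, 1 mM DTT. OMFP (added at 50 uM) then reacted 10 min; fluorescence read at 485/525 nm.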
Integrin act MD: qHTS for Activators of Integrin-Mediated Alleviation for Muscular Dystrophy; alpha7betagal myoblasts, beta-gal FDG fluorescence, 48 h; AID 624291, 2012; Potency, µM (highest dose often 38.3 µM), without a hit: at the top dose activation, usual class: activators; 350,000 compounds, 0.064% hits;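 note: potency is the fitted concentration of half-maximal effect; 100% = response of the positive control SU9516; nearly all actives have a fitted effect of over 60% in size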
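Alpha7betagal+/- myoblasts (passage 13) were plated 16-24 hr, then exposed to compounds (1:260 dilution of DMSO stock) for 48 hours at 37C. After MPER lysis, β-galactosidase reporter activity was read as FDG fluorescence (ex 480/em 540) after 30 minutes.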
ASM inhibitor: Inhibitors of Secretory Acid Sphingomyelinase (S-ASM): qHTS; 340,000 compounds, 0.006% hits; Sphingomyelin phosphodiesterase (Homo sapiens), P17405; AID 504937, 2011; placental ASM, HMU-PC fluorogenic substrate, 60 min; Potency, µM (titrated, usually from 57.5 µM), inactives show top-dose activity change, negative = inhibition, actives largely listed as inhibitors; note: potency is the fitted concentration of half-maximal effect
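Steps: dispense placental human ASM, pin compound, wait 10 min at room temperature, add HMU-PC0 substrate at 9 uM final, incubate 60 min at 37 °C, add stop solution raising pH to 10, read fluorescence.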
p53 reactivator: qHTS assay for re-activators of p53 using a Luc reporter | H1299 p53-A138V BP100-luciferase reporter, luminescence, 24 h | Potency, µM (highest dose often 92.2 µM), for the others: top-dose activity change, positive = activation, usual class: activators | 320,000 compounds, 0.063% hits | AID 504706, 2011; note: potency is the fitted concentration of half-maximal effect; % of control where 0% means no effect; nearly all actives have a fitted effect of over 45% in size
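H1299 (p53-null), stable ts p53-A138V + BP100-Luc; 1000 cells/well, Opti-MEM/10% FBS; cpd 4 pt, 1:5; 24 h, 37 deg C, 5% CO2; detection reagent 10 min RT; luminescence.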
The depositor's hits bear a star; u = inconclusive; x = no result given; & = joins results of further samples; [ ] = remark or other dose. Unless noted, calls come from the whole dose curve; as a rule, active = well fitted curve in the direction sought with a large enough effect; inconclusive = small, poorly fitted or top-dose-only effect, or another doubt; inactive = no such curve, though single readings can be large; an effect the other way counts as inactive or inconclusive. Random draw from the library, and some 2.6% of all compounds hit somewhere here.

SMILES | TSG101-PTAP inh | ELG1 genotoxic | TRPV1 ag | USP2a inh | uPA surface inh | BRCA1 expr up | B2AR arrestin | Eya2 phos inh | Integrin act MD | ASM inhibitor | p53 reactivator
CCOC(=O)C(=O)Nc1cc(C)nn1-c1nc2ccccc2[nH]1 | 0% | 5% | x | -7% | -2% | 23% | 0.0% | -8% | 14% | 1% | 6%
Cc1cc(C)nc(N2CCC(C(=O)NCC3CCCCC3)CC2)n1 | -7% | 0% | 4 | 0% | 6% | 6% | 0.2% | -17% | -20% | 2% | 7%
COc1ccc(Nc2ncnc3c2cnn3Cc2ccc(C)cc2)cc1 | -5% | -10% | 0 | 0% | 1% | -34% | -1.1% | 11% | 4% | -1% | -1%
O=[N+]([O-])c1ccc2c(c1)OCCOCCOCCOCCOCCOCCO2 | -2% | 0% | -2 | -2% | 1% | 1% | -0.3% | -7% | -13% | -2% | -5%
O=C(O)C1Nc2c(O)cc(Cl)c([N+](=O)[O-])c2C2C=CCC12 (stereo unspecified) | -7% | 0% | -2 | u | 8% | -27% | -0.8% | 11% | -2% | -1% | -5%
Cc1ccc(-c2nc3ccccc3o2)cc1NC(=S)NC(=O)c1cc2ccccc2o1 | 4% | u | -4 | 2% | 3% | -11% | -0.3% | 2% | 1% | -2% | u
O=C(/C=C/c1cccc(F)c1)NCc1ccc2c(c1)OCO2 | 1% | -30%[inhibitor] | -1 | 0% | 3% | 15% | -0.6% | 2% | 4% | 3% | -1%
COc1ccc(CC(=O)NCC(=O)N=Nc2c(O)[nH]c3ccccc23)cc1 | 0% | 1%[9.26 µM] | -5 | 0% | -5% | 9% | 0.0% | 0% | 20% | -6% | -6%
CCN(c1cccc(C)c1)S(=O)(=O)c1ccc2c3c(cccc13)C(=O)N2 | -4% | -3% | 2 | -1% | 7% | -33% | 1.1% | -17% | -8% | 0% | -10%
CN(c1ccccc1)S(=O)(=O)c1nnc(NC(=O)c2ccco2)s1 | -3% | 0% | 1 | 4% | -6% | 2% | 0.0% | -3% | -28% | 0% | 9%
COc1cccc(NC(=O)C2CC(=O)N(Cc3ccco3)C2)c1 (stereo unspecified) | 6% | -1% | 1 | -1% | u | 6% | -0.2% | -2% | u | 8% | -11%
Cc1ccc(NC(=O)C2CCC(C(C)(C)C)CC2)cc1S(=O)(=O)N1CCOCC1 (stereo unspecified) | -4% | -11% | x | -2% | -4% | -87% | -0.2% | -14% | -67%[inhibitor] | -13% | 11%
C=CCc1ccc(OCC(O)CN2CCN(c3ccccc3OC)CC2)c(OC)c1 (stereo unspecified) | -1% | -5% | 0 | -1% | -22% | -17% | 0.4% | -10% | 0% | 1% | 2%
CC(CCN1CCC(CN2C(=O)C(=O)NC[C@@H]2Cc2ccccc2)CC1)c1ccccc1 (stereo partly specified) | -7% | x | x | x | 11% | -4% | x | x | -5% | -2% | x
CC1(C)Cc2c(sc3c2c(=N)n(Cc2ccco2)c(=O)n3Cc2ccccc2)CO1 | 1% | 0% | 22 | -3% | 0% | -23% | 0.5% | 7% | -20% | 0% | -8%
COc1ccc2c(C)cc(SCC(=O)Nc3cccnc3Cl)nc2c1 | 3% | 3% | 1 | 11% | 7% | -7% | -0.4% | -1% | -13% | 4% | -10%
CSc1cccc(NS(=O)(=O)c2cccs2)c1 | -5% | -4% | 0 | 1% | -7% | -2% | -0.1% | 11% | -15% | 0% | 8%
C=CCn1c(SCC(=O)C(C)(C)C)nnc1-c1cccs1 | 0% | 6% | 21 | 10% | 0% | 7% | 0.1% | 8%[15.4 µM] | 10%[7.66 µM] | 0% | u
CCCN(CCC)CCCNC(=O)c1cc2c(=O)[nH]c3ccccc3c2n1C | -6% | 2% | 2 | -1% | -3% | -4%&8% | -0.2% | -11% | 3% | 0% | 12%
Cc1cccc(OCC(=O)Nc2ccc(NC(=O)c3ccccc3)cc2)c1 | -2% | 1% | -2 | 0% | 1% | 2% | 0.0% | 9% | -8% | x | 0%
CC(C)(C)S(=O)(=O)Cc1nc(-c2ccc(Cl)c(Cl)c2)cs1 | -3% | 8% | 2 | -4% | -2% | 50% | -0.2% | 5% | -4% | -6% | 13%
Cc1cc(Br)ccc1NC(=O)CNC(=O)c1ccc(-n2cncn2)c([N+](=O)[O-])c1 | -4% | 6% | 1 | 2% | 0% | -22% | 0.0% | -10% | 0% | x | 1%
COc1cccc(NC(=O)CCCn2c(=S)[nH]c3ccccc3c2=O)c1 | -4% | -1% | 0 | -2% | 5% | -2%[1.84 µM] | 0.3% | -7% | -4% | -2% | -3%
O=C1c2cccnc2C(=O)N1Cc1cccs1 | 2% | 0% | x | 1% | 9% | 0% | 4.0% | 13% | -9% | 0% | -4%
COc1cc(CC(=O)OCC(=O)c2ccc(F)cc2)cc(OC)c1OC | 1% | 3% | x | 2% | 2% | 15% | -0.2% | -3% | -15% | 4% | 12%
Continuation.
SMILES | TSG101-PTAP inh | ELG1 genotoxic | TRPV1 ag | USP2a inh | uPA surface inh | BRCA1 expr up | B2AR arrestin | Eya2 phos inh | Integrin act MD | ASM inhibitor | p53 reactivator
O=C(/C=C/c1ccc(OCCCF)cc1)NCc1cccc(Cl)c1 | -1% | 1% | 20 | -2% | -10% | -1% | 0.2% | -2% | -7% | -8% | 6%
CN(C)S(=O)(=O)c1ccc(NC(=O)Cn2ccsc2=N)cc1 | -2% | 2% | 8 | -1% | 7% | -6% | -0.2% | -10% | 0% | 4% | -5%
O=[N+]([O-])c1ccc(N2CCOCC2)cc1 | 0% | x | x | x | -3% | 12% | x | x | -21% | -2% | x
COc1ccccc1N(CC(=O)Nc1ccc2c(c1)OCCO2)S(C)(=O)=O | 0% | -7% | -3 | 0% | -2% | -15% | 0.0% | -3% | -14% | 5% | -7%
COc1ccc(-c2nc(-c3ccccc3)no2)c(OC)c1 | 0% | 0.058µM* | 5 | 3% | u | 20% | 0.0% | -21% | u | -1% | -22%
C=CC[C@@H](CC(=O)N[C@@H](CO)Cc1ccccc1)C(=O)NCCOC(=O)[C@@H](CC=C)CC(=O)OC(C)(C)C | 0% | -3% | x | 5% | 8% | -4% | 0.3% | 14% | -14% | 6% | 2%
CN(c1ccccc1)S(=O)(=O)c1ccc2[nH]c(=O)[nH]c2c1 | -5% | 0% | -2 | -1% | 10% | -2% | -0.5% | 3% | 20% | -1% | x
CS(=O)(=O)Nc1nnc(SCC(=O)N(c2ccccc2)c2ccccc2)s1 | -3% | 0% | -3 | 2% | 3% | -8% | -0.7% | -1% | -12% | 1% | -10%
NC(=O)CSc1nnc(NC(=O)C2CC(=O)N(c3ccc(F)cc3)C2)s1 (stereo unspecified) | x | 4% | 2 | 0% | -6% | -21% | -0.2% | 6% | 13% | -2% | -8%
CCC(c1nnnn1C(C)(C)CC)N(CCCO)Cc1cc2cc(C)cc(C)c2[nH]c1=O (stereo unspecified) | -3% | -1% | 7 | 1% | -5% | -32% | -0.1% | -2% | -6% | -2% | -2%
CN(C)C(CN=C1NS(=O)(=O)c2ccccc21)c1ccco1 (stereo unspecified) | -1% | 1% | 0 | 3% | -2% | -19% | -0.1% | u | 16% | 8% | 1%
COc1ccccc1CN(C)C(=O)c1cccc(S(=O)(=O)N2CCN(Cc3ccccc3)CC2)c1 | 1% | -6% | 12 | 2% | -6% | -28% | -1.0% | -11% | -4% | 5% | -5%
COc1ccc(C(=O)N/N=C/c2ccc(OC(=O)c3cccs3)cc2)cc1 | 1% | 10% | 0 | 0% | -6% | 40% | -0.5% | -13% | 12% | 5% | u
CCOCCCNC(=O)CCc1ccc(-n2cnc3cccnc32)cc1 | -9% | -6% | 0 | 6% | 1% | 2% | -0.4% | -12% | u | 1% | -4%

Screening results as filed in PubChem.
